# KDM5B inh: KDM5B demethylase inhibition | Q9UGL1 | KDM5B demethylase, FDH-coupled NADH fluorescence (FDH is formaldehyde dehydrogenase) | Potency, µM (doses to about 57.7 µM), for inactives: at the top dose activity change, negative = inhibition, actives largely listed as inhibitors | 220,000 tested, 2.6% active | AID 1347165; active means well fitted inhibition curve with a large enough effect; inconclusive means small, poorly fitted or top-dose-only effect; inactive means no such curve, though single readings can be large or run the other way; further: 0% is about no effect; nearly all actives have a fitted effect of over 70% in size
#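 Here, H3K4me3 peptide (12.5 µM in substrate mix) is demethylated by KDM5BΔAP, 200 nM final, after 10 min compound exposure. Formaldehyde product is coupled through FDH (0.25 U/mL in mix) to NADH fluorescence; 30-min ΔRFU feeds dose-response curves.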
# An asterisk follows results filed as active; i = inactive; ? = inconclusive; & = joins results of further samples; [ ] = dose if it differs, or a comment. Potency means the concentration at half of the fitted maximal effect. A portion of the library, so the mix of outcomes need not match the whole.
KDM5B inh	molecule
-6.7%	O=C(NCc1ccc2c(c1)OCO2)c1cc2cc(Cl)ccc2[nH]1
-9.3%	Cc1noc(-c2cn(C3CCN(C(=O)c4cccc(OC(F)(F)F)c4)C3)nn2)n1 (stereo not drawn)
?	Brc1cccc(N=Cc2c3ccccc3cc3ccccc23)c1
-2.2%	O=C([C@@H]1C[C@H](F)CN1S(=O)(=O)c1ccc2c(c1)OCCO2)N1CCCCC1
190.6%[activator]	O=C(Nc1ccc(=O)n2c1[C@@H]1C[C@@H](CN(C(=O)COc3ccccc3)C1)C2)c1ccccc1
-6.4%	Cc1ccc(-c2cnc(CCC(=O)NCc3ccc(OCC(F)(F)F)cc3)o2)cc1
?	N#Cc1ccc(N2CCC(C(=O)Nc3ccc(S(=O)(=O)N4CCCC4)cc3)CC2)nc1
-13.1%	O=C(CCC(=O)N1Cc2ccccc2Oc2ncccc21)NCc1ccccc1Cl
?	COc1ccc(-n2nc(C)c3c(C(F)(F)F)cc(-c4cccnc4)nc32)cc1
7.9%	COc1cccc(CN2CCC3(CC2)Cc2ccccc2NC3=O)c1
-23.5%	O=c1c2[nH]c3ccccc3c2nc(SCc2cccc(F)c2)n1-c1ccccc1
-4.6%&-9.5%	COc1ccc(N2CC(C(=O)N3CCC(C(=O)NCCOc4ccccc4)C3)NC2=O)cc1 (stereo not drawn)
-28.5%[86.2 µM]	CC(=O)N1CCNc2cc(Nc3cccc(N(C)C)c3)ncc2C1
?	O=C(c1ccc(C2CCCNC2)cc1)N1CCN(c2ccncc2)CC1 (stereo not drawn)
?	COc1ccc(Br)cc1Cn1nnc(C(=O)Nc2cc(C)ccc2OC)c1N

# New compounds follow:
KDM5B inh	molecule
110.7%[activator]	Cc1ccc2nc(C)cc(C(=O)NCCCOC(C)C)c2c1
-28.7%	CC(C)(C)C(=O)OCc1cc(=O)n2nc(C3CC3)sc2n1
9.0%	O=C(Nc1ccccc1)c1cc(-c2cccnc2)nc2ccccc12
-5.7%	CCCc1noc(-c2ccc(N3CCCCC3)c([N+](=O)[O-])c2)n1
-22.3%[86.2 µM]	COc1ccc(NC(=O)N2C[C@@H](F)[C@@H](OCc3nc4ccccc4[nH]3)C2)cc1
8.4%	COc1cccc(NC(=O)C(Sc2nnc(-c3ccco3)n2N)c2ccccc2)c1 (stereo not drawn)
?	C=C(C)COc1ccc2c(C)c(CCC(=O)NCc3ccc(S(N)(=O)=O)cc3)c(=O)oc2c1C
-28.2%	CCCCOc1ccc(C2=NC(c3cccs3)=Nc3ccc(OC)cc3N2)cc1
57.4%&49.0%[activator]	COCCn1c(COc2ccc(S(C)(=O)=O)cc2)nnc1C1CC(N)C1 (stereo not drawn)
13.2%	Cc1noc(C)c1[S+](=O)([O-])N1CCn2c(nnc2-c2ccccc2)C1
-1.9%	Cc1ccc(N2CC(C(=O)Nc3cc(C)on3)CC2=O)c(C)c1 (stereo not drawn)
-11.6%	CS(=O)(=O)N1CCC(OC2CCN(C(=O)Nc3ccc(F)cc3)CC2)CC1
16.8%	NC(=O)C(Sc1cc(Cl)ccc1Cl)c1ccccc1 (stereo not drawn)
15.1%	CC(=O)c1ccc(NC(=O)C2CC(=O)N(C(C)(C)C)C2)cc1 (stereo not drawn)
-14.0%	O=c1[nH]c(C2CCCN(Cc3ccc(Cl)cc3)C2)nc2ccc(F)cc12 (stereo not drawn)

# Other entries:
KDM5B inh	molecule
?	CN1CCCCCC(O)c2cc(C(=O)NCc3cc(F)cc(F)c3)ccc21 (stereo not drawn)
3.7%	Cc1ccc(CNC(=O)c2ccc(Cn3c(=O)c4ccccc4n(CC(=O)Nc4ccc(C)cc4C)c3=O)cc2)cc1
25.1µM*	OC[C@@H]1O[C@H](CNCc2cccc(Cl)c2)[C@H](N2CCN(c3ccccn3)CC2)[C@@H]1O
35.5µM*	Cc1ccc(NC(=O)c2cc3n(n2)CC(c2ccc4c(c2)OCO4)OC3)cc1C (stereo not drawn)
29.5%	CC1CCN(C(CNC(=O)c2ccccc2SC(F)F)c2cccs2)CC1 (stereo not drawn)
15.6%	CC(=O)c1cccc(NC(=O)c2cccc(N3C(=O)c4ccccc4C3=O)c2)c1
i	CC(C)c1noc(-c2ccn3c(CNC(=O)c4ccccc4)nnc3c2)n1
35.7%[activator]	O=C(NCC(=O)N1CCc2ccccc2C1)c1ccccc1Cl
-6.5%	Cc1nc(C2CCCN(C(=O)C(C)(C)N)C2)cc(N2CCCC2)n1 (stereo not drawn)
-13.6%	Cc1ccc(Cn2ccn(Cc3ccccc3C)c(=O)c2=O)cc1
3.1%	Cc1ccc(NC(=O)c2c(C)noc2-c2snnc2C)cc1
-49.8%	Cc1ccc(NC(=O)C2CCCN2S(=O)(=O)c2cccc3cccnc23)cc1C (stereo not drawn)
9.3%	Cc1c(N2C(=O)CSC2c2ccc([N+](=O)[O-])cc2)c(=O)n(-c2ccccc2)n1C (stereo not drawn)
?	COc1ccc(C2c3c(n(C)c4ccccc34)C(=O)N2CC(=O)Nc2ccc(F)cc2)cc1 (stereo not drawn)
?	O=C(O)c1cc(/C=C/C(=O)c2cc(F)ccc2O)c2c(c1)COCO2

# Next section, overlapping the part above by 2 compounds.
KDM5B inh	molecule
?	COc1ccc(C2c3c(n(C)c4ccccc34)C(=O)N2CC(=O)Nc2ccc(F)cc2)cc1 (stereo not drawn)
?	O=C(O)c1cc(/C=C/C(=O)c2cc(F)ccc2O)c2c(c1)COCO2
?	O=C1CSc2sc(=S)sc2SC1
?	O=C(N/N=C/c1ccccc1O)C1CCCC1
-3.4%	CS(=O)(=O)Nc1ccc(C2(C(=O)NCc3ccccc3F)CCCCC2)cc1
-22.9%	CCn1c2ccccc2c2nnc(SCC(=O)Nc3ccccc3OC)nc21
26.5%	Cc1cccc(C2NC(c3cccc(C)c3)C(C)C(=O)C2C)c1 (stereo not drawn)
-30.2%	C=CCNC(=O)C(C#N)c1nc2ccccc2nc1N1CCCCC1 (stereo not drawn)
-1.0%[149 µM]	O=C1NCc2ccccc2CC12CCN(Cc1ccc(F)cc1O)C2 (stereo not drawn)
?	O=C(O)CCCNc1cc(N2CCN(C3CCCCC3)CC2)c2noc3c2c1C(=O)c1ccccc1-3
?	CCCS(=O)(=O)N1CCCCC1c1nc(-c2cnccn2)n[nH]1 (stereo not drawn)
1.8%	Cn1c(C(=O)N2CCN(C(=O)c3cccc(F)c3)CC2)cc2ccccc21
?	CCc1noc(-c2ccn3c(CNC(=O)c4cc(Cl)ccc4F)nnc3c2)n1
-20.5%	CCOc1ccc(C(=O)NC2CCN(C(=O)c3cc4c(=O)[nH]c(C)cn4n3)CC2)cc1
-34.2%[86.2 µM]	CC(C)NC(=O)NC[C@H]1O[C@@H](CC(=O)N(C)Cc2ccccc2)[C@H](O)[C@@H]1O
?	COc1ccc2c(c1)-c1nc(NC(=O)c3cccc(Br)c3)sc1CC2
9.3%	CCOc1ccccc1C(=O)OCC(=O)NCCc1ccc(OC)cc1

# Further compounds
KDM5B inh	molecule
-12.7%	COc1ccc(N2CC(c3noc(-c4ccc(F)cc4)n3)CC2=O)cc1OC (stereo not drawn)
0.5%	CC(C)c1ccc(-n2nnnc2SCCCn2c(=O)c3c(ncn3C)n(C)c2=O)cc1
?	CCCC(O)c1nc2ccccc2n1CCCCOc1ccc(OC)cc1 (stereo not drawn)
-6.2%	CS(=O)(=O)N1CCC(Cc2ccc(C(=O)NCCN3CCOCC3)cc2)CC1
7.5%	COc1cc(NC(=O)c2cc(C)nc3ccccc23)cc(OC)c1OC
-2.0%	COc1cc(NC(=O)CN2C(=O)c3ccccc3Sc3ccc(C(=O)N4CCOCC4)cc32)cc(OC)c1OC
11.1%	CC(CCc1ccccc1)NC(=O)CSc1nc2cc(S(=O)(=O)N3CCOCC3)ccc2o1 (stereo not drawn)
5.7%	Cc1nonc1C(=O)N1CCc2ncnc(NCc3ccon3)c2CC1
10.7%	Cc1ccc(C)c(C(NC(=O)c2ccccc2F)c2cccnc2)c1 (stereo not drawn)
-10.3%	OC(COc1ccccc1F)CN(Cc1ccccc1)CC(O)COc1ccccc1F (stereo not drawn)
-21.0%[115 µM]	C[S+](=O)([O-])N1CC2(CCCN2CC2CCCCC2)Cc2ccccc21 (stereo not drawn)
?	COc1ccc(-c2noc(C(=O)O)c2[C@@H](C)NC(=O)Nc2cccnc2)cc1
2.1%	CCc1nncn1C1CCN(C(=O)c2cc(F)ccc2F)CC1
9.8%	CS(=O)(=O)N1C[C@@H]2CN(C(=O)NC3CCCC3)C[C@]2(C(=O)O)C1
-18.1%	Cc1ccc(-c2noc(-c3ccccc3NC(=O)C3CC(=O)N(c4cccc(C)c4)C3)n2)cc1 (stereo not drawn)

# Arranged by the number under KDM5B inh (rising): some entries from above
KDM5B inh	molecule
-20.5%	CCOc1ccc(C(=O)NC2CCN(C(=O)c3cc4c(=O)[nH]c(C)cn4n3)CC2)cc1
-18.1%	Cc1ccc(-c2noc(-c3ccccc3NC(=O)C3CC(=O)N(c4cccc(C)c4)C3)n2)cc1 (stereo not drawn)
9.0%	O=C(Nc1ccccc1)c1cc(-c2cccnc2)nc2ccccc12
9.3%	Cc1c(N2C(=O)CSC2c2ccc([N+](=O)[O-])cc2)c(=O)n(-c2ccccc2)n1C (stereo not drawn)
15.1%	CC(=O)c1ccc(NC(=O)C2CC(=O)N(C(C)(C)C)C2)cc1 (stereo not drawn)
15.6%	CC(=O)c1cccc(NC(=O)c2cccc(N3C(=O)c4ccccc4C3=O)c2)c1

# Carrying on.
KDM5B inh	molecule
4.9%	CC(N)CC(C)(C)c1ccccc1 (stereo not drawn)
12.8%	CS(=O)(=O)N1CCCN(C(=O)c2ccoc2)CCNC(=O)CC1c1ccccc1 (stereo not drawn)
-8.5%	COc1ccc(CNC(=O)CN(C)S(=O)(=O)c2ccc3c(c2)c(=O)n(C)c(=O)n3C)cc1
-19.4%	Cc1nc2scc(C)n2c(=O)c1S(=O)(=O)N1CCN(c2ccccc2)CC1
-20.6%	CCNC(=O)N1CCCC(Cc2noc(-c3ccccc3)n2)C1 (stereo not drawn)
39.8µM*	C#CCNC(=O)c1nc(-c2c(C)cccc2C)c2ccccn12
-2.0%[86.2 µM]	O=C1C[C@@H]2CCN(C(=O)NC3CCCCC3)C[C@@H]2CCN1Cc1ccc2c(c1)OCO2
?	CCOc1ccc(NC(=O)CSc2oc(-c3cccs3)nc2S(=O)(=O)c2ccc(C)cc2)cc1
0.6%	O=C(COC(=O)c1cc(S(=O)(=O)N2CCOCC2)ccc1N1CCCCC1)NC1CC1
-18.8%	Cc1ccc(OCC(=O)N2CCN(c3ncccn3)CC2)c(C)c1
-20.6%	Cc1ccc2oc(=O)c3cc(C(=O)NCCc4ccc(Cl)cc4)sc3c2c1
31.6%	O=C(NC(=S)N1CCCC1)c1ccc(Cl)cc1Cl
-19.3%	COc1ccc(NC(=O)CC[C@H]2NC(=O)c3ccccc3NC2=O)cn1
-13.0%	CCNC(=O)c1c(NC(=O)c2ccc(C)cc2)sc2c1CCCC2
0.4%	COc1ccc(C(CNC(=O)c2oc3ccc(Cl)cc3c2C)N2CCCCC2)cc1 (stereo not drawn)

# Other entries follow.
KDM5B inh	molecule
9.3%	CCOc1ccc(NC(=O)c2nc3ccccc3nc2N(CC)CC)cc1
-2.7%	O=C(C(Sc1nncn1-c1ccccc1)c1ccccc1)N1CCOCC1 (stereo not drawn)
8.4%	Cc1ccc(NC(=O)C(C)SC(c2ccccc2)c2ccccc2)cc1F (stereo not drawn)
-0.5%	CC(=O)NCc1nc2cccnc2n1Cc1ccccc1
4.8%	CCNC(=O)c1sc2cc(C)ccc2c1Cl
7.1%	CCCCn1c(CN(C)C(C)c2ccccc2OC)cnc1S(=O)(=O)CC (stereo not drawn)
?	CCN(CC)c1ccc(/C=N/n2c(-c3ccccc3Br)n[nH]c2=S)cc1
-3.5%	O=C(c1cccc(F)c1)N1CCCC(CN2CCOCC2)CC1 (stereo not drawn)
25.7%	CC(=O)NCC(=O)N1CCC(c2cc(-c3ccc(F)cc3)n[nH]2)CC1
?	CCc1ccc(NC(=O)CSc2nc(C)c(C(=O)Nc3ccc(Cl)cc3)c(-c3ccc(OC)cc3)c2C#N)cc1
?	COc1cc(SC)ccc1C(=O)Nc1nc2ccccc2[nH]1
-8.5%	O=C(CCn1ccn2nc3c(c2c1=O)CCCC3)Nc1cccc(F)c1
?	COc1ccc(-c2nc(C)c(CCNS(=O)(=O)c3ccc(F)cc3)s2)cc1OC
-11.8%	CSc1cccc(N2CC(C(=O)Nc3cc(Cl)ccc3-n3cncn3)CC2=O)c1 (stereo not drawn)
6.0%	CC1(C(=O)NNC(=S)NCC2CCCO2)CC1(Cl)Cl (stereo not drawn)

# (further entries)
KDM5B inh	molecule
19.0%	Cc1ccc(C)c(S(=O)(=O)N2CCC(n3cnnc3C(C)C)CC2)c1
21.0%	N#Cc1cc2c(cc1C(=O)C1CC1)OCCO2
?	Cc1ccc2[nH]c(=O)c(CCC(=O)NCC(C)C)cc2c1
-9.4%	COc1ccc(NC(=O)CSc2nc3c([nH]c4ccccc43)c(=O)n2-c2ccccc2)c(OC)c1
0.6%	CCCCCn1nc(C(=O)Nc2ccn(C)n2)c2ccccc2c1=O
?	C=CCNc1oc(/C=C/c2cccs2)nc1C#N
?	Oc1ccc(C2(c3ccccc3)CCCCC2)cc1
?	Cc1ccccc1NC(=O)c1cc2cn(C(C)C)cc2s1
8.3%	CC(=O)c1cnn(-c2cc(Nc3ccc(F)cc3)ncn2)c1C
-16.5%	CCC1(N2CCN(C(=O)c3ccc(F)c(Cl)c3)CC2)CCN(C(=O)NC)C1 (stereo not drawn)

# Quoted at random: three entries already listed.
KDM5B inh	molecule
0.6%	CCCCCn1nc(C(=O)Nc2ccn(C)n2)c2ccccc2c1=O
19.0%	Cc1ccc(C)c(S(=O)(=O)N2CCC(n3cnnc3C(C)C)CC2)c1
?	Oc1ccc(C2(c3ccccc3)CCCCC2)cc1

# From PubChem
